Compound activity: PubChem BioAssay, several laboratories
CRFBP-R2 block = antagonists of CRF-BP/CRF-R2 complex, primary screen, cell-based, HEK293, calcium dye fluorescence, uHTS; actives 0.59% (n = 350,000); CRF-induced calcium fluorescence; inhibition, % at 11.8 µM; AID 588475, 2011;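 active = inhibition of the ligand-induced calcium signal above about 50% at the single tested concentration, limit read from the data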
TAAR1 ag = human TAAR1 agonists, primary screen, Fluo-8 calcium fluorescence, CHO RD-HGA16 cells | activation, % at 3 µM | vehicle wells 0%, saturating PEA agonist 100% | actives 0.99% (n = 360,000) | Trace amine-associated receptor 1 (Homo sapiens), Q96RJ0 | AID 624467, 2012;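 active = activation above the mean activation of all test compounds in the run plus 3 SD, cut at about 38% in these data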
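Test system: RD-HGA16 (CHO) cells co-expressing Gα16 and hTAAR1 | Doses: Single dose, 3 µM | Schedule: 17-24 h seeding, 75 min 37 °C dye, 30 min RT | Evaluation: % activation from peak over basal fluorescence ratio, DMSO-to-PEA scaled | Technique: Kinetic Fluo-8 calcium fluorescence | Benchmarks: Low control DMSO, high control PEA (EC100)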
TAAR1 antagonist = human TAAR1 antagonists, primary screen, Fluo-8 calcium fluorescence, CHO RD-HGA16 cells; Trace amine-associated receptor 1 (Homo sapiens), Q96RJ0; antagonist; inhibition, % at 3 µM; actives 1.5% (n = 360,000);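 active = inhibition above a per-plate cutoff, the mean inhibition of test compounds on that plate plus 3 SD, cut at about 49% in these data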;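 note: 0% = DMSO plus EC80 beta-PEA response and 100% = DMSO alone without agonist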
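Test system: RD-HGA16 CHO cells with stable hTAAR1 and Gα16 / Probe or stimulus: EC80 β-phenethylamine stimulus / Times: seeding 17-24 h prior, 75-min 37 °C, 30-min RT dye loading / Detection: Fluo-8 calcium-sensitive fluorescence / Read-out basis: % inhibition scaled between DMSO and EC80 PEA controls / Repeats: singlicate, one well per test compound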
CHO-K1 Ca PAM = nonselective calcium activators in parental CHO-K1 cells, primary screen, counter-screen for M1 PAM project, cell-based, Fluo-8 calcium fluorescence, full deck, 1536-well; ATP EC20; 0% at ATP EC20, 100% at ATP max; activation, % at 3 µM; actives 0.02% (n = 360,000);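 active = activation above the run cutoff, the mean activation of all test compounds plus 3 SD, cut at about 40% in these data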;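 note: peak over basal fluorescence ratio in a 140 s read after ATP addition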
CHRM4 PAM = human M4 muscarinic receptor positive allosteric modulators, primary screen, CHO-K1 cells, Fluo-8 calcium fluorescence. Muscarinic acetylcholine receptor M4 (Homo sapiens), P08173. CHO-K1 hM4/Gqi5, ACh EC20; 0% = ACh EC20, 100% = maximal ACh. activation, % at 3 µM. actives 0.4% (n = 360,000). AID 624126, 2012;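 active = activation above its plate's cutoff, the mean activation of sample wells plus 3 SD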; note: some results filed as inactive read as strong as hits
Target sequence (P08173 whole entry, looked up): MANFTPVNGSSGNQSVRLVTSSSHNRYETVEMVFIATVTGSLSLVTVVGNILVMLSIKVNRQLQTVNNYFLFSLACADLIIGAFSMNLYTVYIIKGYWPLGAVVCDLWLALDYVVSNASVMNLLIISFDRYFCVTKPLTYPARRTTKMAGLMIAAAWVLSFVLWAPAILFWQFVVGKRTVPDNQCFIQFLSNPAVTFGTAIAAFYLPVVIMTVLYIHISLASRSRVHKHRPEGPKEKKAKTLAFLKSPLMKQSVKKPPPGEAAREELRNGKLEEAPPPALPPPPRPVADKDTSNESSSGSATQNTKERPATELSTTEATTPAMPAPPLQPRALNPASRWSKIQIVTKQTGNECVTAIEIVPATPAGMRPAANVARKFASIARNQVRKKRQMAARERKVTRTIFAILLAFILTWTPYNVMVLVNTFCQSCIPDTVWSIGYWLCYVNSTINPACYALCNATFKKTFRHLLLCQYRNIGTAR
CHRM5 agonist = human M5 muscarinic receptor agonists, primary screen, CHO-K1 cells, Fluo-8 calcium fluorescence; Muscarinic acetylcholine receptor M5 (Homo sapiens), P08912; activation, % at 3 µM; AID 624037, 2012; actives 0.19% (n = 360,000); CHO-K1 hM5 cells; 0% DMSO wells, 100% maximal acetylcholine response;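 active = activation above the run's mean over test compounds plus 3 SD, cut at about 23% in these data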;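 note: signal is peak over basal fluorescence ratio across the kinetic read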
Target sequence (P08912 whole entry, looked up): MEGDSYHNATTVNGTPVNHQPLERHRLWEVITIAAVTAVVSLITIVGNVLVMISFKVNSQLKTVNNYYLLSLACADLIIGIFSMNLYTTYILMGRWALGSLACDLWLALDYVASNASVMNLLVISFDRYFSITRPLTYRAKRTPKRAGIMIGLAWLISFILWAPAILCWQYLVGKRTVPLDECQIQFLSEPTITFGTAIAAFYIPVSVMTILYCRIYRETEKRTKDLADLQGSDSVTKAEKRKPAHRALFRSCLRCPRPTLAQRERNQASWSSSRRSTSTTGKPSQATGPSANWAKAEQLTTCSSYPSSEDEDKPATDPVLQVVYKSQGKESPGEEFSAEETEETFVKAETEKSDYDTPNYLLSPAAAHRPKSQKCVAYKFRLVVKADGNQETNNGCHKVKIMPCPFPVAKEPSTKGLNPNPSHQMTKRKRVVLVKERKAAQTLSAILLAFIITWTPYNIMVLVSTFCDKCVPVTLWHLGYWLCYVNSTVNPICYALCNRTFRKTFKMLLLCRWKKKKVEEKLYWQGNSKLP
M5 PAM = human M5 muscarinic receptor positive allosteric modulators, primary screen, CHO-K1 cells, Fluo-8 calcium fluorescence | activation, % at 3 µM | CHO-K1 hM5, ACh EC20 PAM; 0% = ACh EC20, 100% = ACh EC100 | actives 0.3% (n = 360,000);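 active = activation above the run cutoff, the mean activation of all test compounds plus 3 SD, cut at about 18% in these data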
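Replicates: One well per compound, no replicates | System: Human M5 receptor in CHO-K1 cells | Benchmarks: Low control EC20 acetylcholine (0%), high control EC100 acetylcholine (100%) | Probe or stimulus: Acetylcholine, EC20 level | Times: Fluo-8 loading 80 min at 37 °C plus 30 min room temperature | Signal: Intracellular calcium via Fluo-8 fluorescence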
M5 antag = human M5 muscarinic receptor antagonists, primary screen, CHO cells, Fluo-8 calcium fluorescence; inhibition, % at 3 µM; AID 624040, 2012; CHO-hM5 cells, ACh EC80; actives 0.59% (n = 360,000);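 active = inhibition above a per-plate cutoff, the mean of that plate's test compounds plus 3 SD, cut at about 27% in these data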;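 note: 0% = acetylcholine EC80 with DMSO and 100% = DMSO without agonist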
CRFBP-R2 agonist = agonists of CRF-BP/CRF-R2 complex, primary screen, cell-based, HEK293, calcium dye fluorescence, uHTS | CRF-binding protein / CRF receptor 2 complex (human) | calcium dye fluorescence (FLIPR); percent of saturating CRF peptide response | activation, % at 13.2 µM | actives 0.46% (n = 350,000) | AID 588473, 2011;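 active = activation of at least 50%, plus an integration ratio under a set limit after plate pattern correction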;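 note: plate controls were neutral control wells without compound for no effect and CRF at EC100 for full effect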
Active calls of the source: *; . = no result given.

SMILES	CRFBP-R2 block	TAAR1 ag	TAAR1 antagonist	CHO-K1 Ca PAM	CHRM4 PAM	CHRM5 agonist	M5 PAM	M5 antag	CRFBP-R2 agonist
COc1ccc(Oc2nccc(-c3ccccc3)c2C#N)cc1	71.1*	4.3	21.3	4.7	2.8	-3.5	-12.0	2.9	-0.5
CC(C)Oc1ccc(Nc2ncnc3ccccc23)cc1	25.8	1.1	-1.6	-2.5	1.3	-1.5	4.9	-9.5	-0.6
CSCc1ccc(C(=O)N2CCCC(Nc3ccc4c(c3)OCCO4)C2)o1 (stereo not given)	-4.5	3.1	-6.0	-9.5	4.5	1.3	-5.5	-8.2	-0.1
CC[n+]1cc(-c2ccccc2)nc(N2CCOCC2)n1	14.8	-1.4	-4.2	13.8	3.9	-2.3	-4.2	-1.3	-2.2
CN(C)CCCNC(=O)c1cc2sc3ccccc3c2s1	-1.6	-0.4	16.2	-11.8	-1.6	-7.0	-9.9	20.3	0.2
COCCn1c(SCC(=O)N2CCCc3ccccc32)nc2cccnc21	10.3	1.8	10.0	6.3	-0.9	-1.2	-6.6	-1.1	0.9
Cc1ccc(C)c(NS(=O)(=O)c2ccc(OCC(=O)NCc3ccccn3)cc2)c1	-2.3	6.2	7.1	12.9	-6.9	0.1	-0.5	-9.1	-0.1
COc1cc(C(=O)OCCCOC(=O)c2cc(OC)c(OC)c(OC)c2)cc(OC)c1OC	1.7	6.4	-11.8	-3.4	-7.9	3.4	3.0	2.7	-9.7
COC(=O)Cc1ccc(NC(=S)NCCO)cc1	2.4	1.3	2.0	-6.5	-13.0	3.0	-6.7	2.8	-0.8
O=C(c1cc2nc(-c3ccc(F)cc3)cc(C(F)(F)F)n2n1)N1CCCCC1c1cccnc1 (stereo not given)	-14.6	-0.6	18.6	-6.9	-10.9	-7.3	-16.0	23.6	-1.5
CN1CCN(c2nc3c(c(=O)[nH]c(=O)n3C)n2Cc2ccccc2)CC1	-1.2	5.4	-32.3	15.2	2.9	-5.0	12.8	-11.1	-0.9
CC1CC(C)CN(C(CCc2ccccc2)C(=O)NC2CCCCC2)C1 (stereo not given)	.	3.7	-30.1	13.0	16.7	-1.0	8.4	2.2	.
COc1ccc(-c2nnc(-c3ccc(F)cc3)o2)cc1	4.0	3.5	2.0	4.2	-3.4	-1.8	4.4	-3.0	1.5
O=C(CS(=O)(=O)Cc1ccccc1)N1CCN(c2ccccc2F)CC1	-7.6	1.3	-6.3	-15.7	6.5	-1.4	-5.2	16.2	-0.2
COc1ccccc1NC(=O)C1CCCN1S(=O)(=O)c1cccc2nsnc12 (stereo not given)	7.3	.	.	12.9	-1.0	-2.8	-2.1	6.0	1.0
O=C(/C=C/c1ccco1)Nc1ccccc1N1CCCCC1	-9.1	6.2	-1.6	27.6	-3.6	-4.0	-7.0	9.2	-2.3
Cc1ccc(C(=O)OCC(=O)Nc2ccc(F)c(Cl)c2)o1	6.2	10.1	3.6	-5.4	2.6	-2.7	-4.8	7.7	-2.5
CCc1ccc(NC(=O)C/C(C)=N/NC(=O)COc2ccccc2C)cc1	-0.3	0.2	-4.7	-24.2	-6.1	-3.0	-6.5	21.8	-0.5
O=C(O)CCC(=O)N(Cc1cccnc1)Cc1cccc(F)c1	-6.2	0.6	-5.9	4.9	5.4	-2.3	-4.3	-1.0	-1.7
Cc1ncc(N=Nc2ccccc2Cl)c(-c2ccccc2)n1	-6.3	1.6	-4.6	13.8	1.6	0.3	-1.0	-4.3	-2.0
Cc1[nH]c(=O)[nH]c(=O)c1NS(=O)(=O)c1ccccc1	-3.5	1.4	-15.7	-7.8	-5.9	0.6	-0.8	-5.4	0.2
CCOc1cc(N2CCOCC2)c(OCC)cc1NC(=O)C(C)(C)C	-16.3	3.1	-13.7	12.5	4.1	0.1	-0.3	15.1	-1.8
O=C(N/C(=C/c1ccc(Cl)cc1)C(=O)N1CCCCC1)c1ccco1	2.5	1.9	-0.8	9.7	2.4	2.7	1.4	0.1	1.0
CC(C)COP(=O)(OCC(C)C)C(Nc1ccccc1)c1ccc(F)cc1 (stereo not given)	-44.0	2.7	31.6	29.3	-7.7	-3.5	-12.8	1.7	-1.4
CCn1c(=O)[nH]c(=O)c2c(N)c(C(=O)c3ccccc3OC)sc21	20.5	2.2	-6.0	14.8	6.2	-0.3	-0.6	3.0	-0.4
COc1ccc2c(c1)C(C)=CC(C)(C)N2S(=O)(=O)c1ccc(Br)cc1	-1.8	0.1	9.9	13.4	-14.4	-6.9	-11.1	-2.0	12.6
COc1ccc2cc(C)c3nnc(SCC(=O)Nc4nc(-c5ccccc5)cs4)n3c2c1	15.2	7.3	21.7	23.1	2.5	0.8	0.5	2.3	0.9
Cc1cccc(C)c1NC(=O)CN(C)C(=O)c1cccc(-n2cccc2)c1	-6.8	-0.8	-3.7	6.0	2.1	-2.0	4.8	1.8	-1.7
CC(=O)N1CC(C)Sc2ccc(S(=O)(=O)NC3CCCCC3C)cc21 (stereo not given)	-30.1	11.8	-4.4	-9.1	-1.0	1.4	-6.8	7.2	1.5
O=C1C(=O)N(Cc2cccnc2)C(c2ccccn2)/C1=C(/O)c1ccc(Br)cc1 (stereo not given)	9.2	5.3	-3.7	25.1	5.8	-4.6	1.0	11.3	0.4
Cc1cc(C)c(CC(=O)c2ccccc2)c(C)c1	18.5	3.5	-24.9	14.2	6.3	0.1	13.4	7.4	1.2
Cc1cc([N+](=O)[O-])nn1CC(=O)Nc1ccccn1	10.5	4.7	-11.3	15.3	24.8*	-3.2	-0.7	7.7	1.7
C[C@@H]1CN([C@@H](C)CO)C(=O)CCCn2nncc2CO[C@H]1CN(C)S(=O)(=O)c1cn(C)cn1	-0.6	2.4	4.0	-1.0	-2.5	-0.1	-0.8	7.1	-0.5
O=Nc1onc(-c2ccc([N+](=O)[O-])cc2)c1NO	14.0	7.7	-2.8	13.4	5.1	-0.1	-0.6	-9.2	-0.9
COc1cc(/C=C/C(=O)OCC(=O)NCc2cccs2)ccc1OC(F)F	1.6	-1.8	-26.4	2.9	8.2	-3.1	-7.2	9.0	-0.4
CC1(C)CC[C@]2(C(=O)O)CC[C@]3(C)C(=CCC4[C@]56CC[C@@](O)(OC5)C(C)(C)C6CC[C@]43C)C2C1 (stereo not given in full)	.	1.6	-12.5	11.2	8.9	3.3	-0.2	4.6	.
Cc1cccc(N2CCN(C(=O)CCCn3c(=O)c4cccn4c4cccnc43)CC2)c1C	12.9	1.9	39.7	17.4	-4.8	-3.5	-5.3	16.8	0.0
COC(=O)c1ccccc1NC(=O)CSc1nnnn1C	-6.1	9.2	-9.1	14.3	0.9	-3.7	1.3	3.1	0.1
CCCN1Cc2cccc(C(=O)NC(CC(=O)OCC)c3ccc(OC(C)C)cc3)c2C1=O (stereo not given)	15.8	0.8	16.0	7.1	-3.6	2.5	-6.4	4.4	-1.0
Nc1cc(N2CCCC2)c(Cl)cc1[N+](=O)[O-]	-15.9	4.1	-17.6	6.6	3.4	-5.3	-1.2	5.2	-0.8
COc1ccc(Cn2ccnc2)cc1[N+](=O)[O-]	4.8	3.7	-3.7	13.3	-2.1	-4.4	0.7	-5.9	-2.0
COc1ccc(OCC(=O)Nc2ccc(S(=O)(=O)Nc3cc(C)on3)cc2)cc1	14.5	-1.1	22.4	-10.4	3.9	3.7	4.0	-1.6	0.9
CC(C)[C@H](NS(=O)(=O)c1ccc2c(c1)OCCO2)C(=O)OCC(=O)Nc1ccccc1	-20.2	-1.5	1.5	17.9	-0.5	-0.3	-5.2	-5.1	1.0
COc1cccc(C(=O)Nc2cc(=O)n(C)c(=O)n2C)c1	7.7	0.8	2.6	0.7	2.3	-0.6	1.9	1.3	-0.9
Cc1cc2ncc(-c3ccc(Cl)cc3)cn2n1	4.5	1.4	3.4	13.1	2.7	-1.7	8.5	8.7	-0.4
CC(C)CN1C(=O)C(=O)N(CC(=O)NCc2ccc3c(c2)OCO3)C1=O	3.1	7.6	2.7	-3.8	4.8	2.8	1.9	5.5	-1.9
O=C(CSc1ccc2c(c1)OCCO2)Nc1ccc(Cl)cn1	15.4	4.1	0.3	15.2	-9.9	-5.5	-9.1	10.4	0.5
COc1ccc(OC)c(CN2CCN(CC(=O)Nc3ccccc3C(=O)NC3CC3)CC2)c1	-16.0	14.0	26.4	7.2	-2.0	2.3	-9.7	9.6	0.2
CCCCC(=O)Nc1ccc(C(=O)NNC(=S)NC(=O)c2ccco2)cc1	13.9	0.3	0.1	12.4	-0.3	-1.4	-3.2	8.8	-2.5
Cc1ccc(S(=O)(=O)N(CC(=O)N2CCCCCC2)c2ccccc2F)cc1	-4.1	1.8	2.6	-15.3	-4.0	-6.0	12.6	1.4	-1.5
O=C(C1CCN(S(=O)(=O)c2ccccc2F)CC1)N1CCCC1	0.7	2.6	3.2	-0.5	19.7	1.9	-2.0	7.8	2.3
Nc1nc(F)cc(N2CCCCCC2)n1	-9.3	2.3	1.6	13.4	-4.4	1.5	2.5	7.5	1.1
CCOc1ccc(CN(C)C(=O)Cc2c[nH]c3ccccc23)cc1	4.5	0.4	-4.6	5.0	1.5	-3.0	-8.2	9.1	-1.7

Given with bars between the fields: 4 of the compounds above
molecule | CRFBP-R2 block | TAAR1 ag | TAAR1 antagonist | CHO-K1 Ca PAM | CHRM4 PAM | CHRM5 agonist | M5 PAM | M5 antag | CRFBP-R2 agonist
Cc1ccc(S(=O)(=O)N(CC(=O)N2CCCCCC2)c2ccccc2F)cc1 | -4.1 | 1.8 | 2.6 | -15.3 | -4.0 | -6.0 | 12.6 | 1.4 | -1.5
O=C(C1CCN(S(=O)(=O)c2ccccc2F)CC1)N1CCCC1 | 0.7 | 2.6 | 3.2 | -0.5 | 19.7 | 1.9 | -2.0 | 7.8 | 2.3
Nc1nc(F)cc(N2CCCCCC2)n1 | -9.3 | 2.3 | 1.6 | 13.4 | -4.4 | 1.5 | 2.5 | 7.5 | 1.1
CCOc1ccc(CN(C)C(=O)Cc2c[nH]c3ccccc23)cc1 | 4.5 | 0.4 | -4.6 | 5.0 | 1.5 | -3.0 | -8.2 | 9.1 | -1.7
